Compound activity (PubChem)
ABCG2 block: blocks JC-1 efflux by human ABCG2 transporter. inhibition, % at 6.6 µM. Q9UNQ0. IgMXP3 cells, flow cytometry. 190,000 compounds, 0.1% hits;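 active means inhibition above 80%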;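 further: 0% = DMSO and 100% = nicardipine control wells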
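test system = two drug-resistant human cell lines, ABCG2 and ABCB1 | amount = 3 million cells/mL final, two lines in 1:1 ratio | reagent = JC-1 transporter substrate | doses = one concentration, 6.6 µM final | incubation = 10 min at 25 °C | signal = flow cytometric JC-1 green MFI at 530 nm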
Bcl-XL Bim block: disrupts Bim peptide binding to human Bcl-XL. Q07817. bead flow cytometry, fluorescence. inhibition, % at 10 µM. 190,000 compounds, 0.04% hits. AID 1007
Target sequence (Q07817 whole entry, looked up): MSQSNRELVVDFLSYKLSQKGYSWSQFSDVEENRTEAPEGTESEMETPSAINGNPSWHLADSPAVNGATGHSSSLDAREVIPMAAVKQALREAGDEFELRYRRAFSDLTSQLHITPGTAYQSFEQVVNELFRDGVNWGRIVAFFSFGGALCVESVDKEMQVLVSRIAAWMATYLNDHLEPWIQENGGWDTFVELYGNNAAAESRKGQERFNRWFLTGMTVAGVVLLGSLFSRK
Bim-Mcl-1: inhibitors of Bim-Mcl-1 interaction, human; Bead-based flow cytometry, Bim peptide-Mcl-1 binding; inhibition, % at 10 µM; 190,000 compounds, 0.1% hits; AID 1009;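 further: 0% = no compound tracer wells and 100% = peptide blocker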
RGS8-Gao reg: human RGS8-Galphao interaction regulation | P09471 | multiplexed bead flow cytometry, RGS8-Galphao binding; actives lie on both sides | response (percent of control binding), % at 10 µM | 220,000 compounds, 0.34% hits | AID 1423; in the data active means response below about 60% or above about 140%; inactive means in between;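 further: Galphao activated as the GDP aluminium fluoride complex binding bead-coupled RGS8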
Target sequence (P09471 whole entry, looked up): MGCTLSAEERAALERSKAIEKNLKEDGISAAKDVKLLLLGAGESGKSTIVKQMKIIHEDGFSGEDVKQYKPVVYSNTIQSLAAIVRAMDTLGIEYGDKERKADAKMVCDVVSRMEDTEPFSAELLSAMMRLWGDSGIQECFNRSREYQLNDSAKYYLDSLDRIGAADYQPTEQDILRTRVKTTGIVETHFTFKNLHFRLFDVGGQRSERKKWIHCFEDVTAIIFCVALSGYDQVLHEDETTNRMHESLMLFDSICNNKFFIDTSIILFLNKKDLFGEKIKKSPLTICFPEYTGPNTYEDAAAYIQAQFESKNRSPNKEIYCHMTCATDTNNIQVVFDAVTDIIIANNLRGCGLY
Bim-Bcl-W: disrupts Bim peptide binding to human Bcl-W; bead-based flow cytometry; 190,000 compounds, 0.02% hits; inhibition, % at 10 µM;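 further: 0% = bound tracer without compound and 100% = peptide blocker; higher means less fluorescent Bim peptide bound to Bcl-W beads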
Target sequence (Q92843 whole entry, looked up): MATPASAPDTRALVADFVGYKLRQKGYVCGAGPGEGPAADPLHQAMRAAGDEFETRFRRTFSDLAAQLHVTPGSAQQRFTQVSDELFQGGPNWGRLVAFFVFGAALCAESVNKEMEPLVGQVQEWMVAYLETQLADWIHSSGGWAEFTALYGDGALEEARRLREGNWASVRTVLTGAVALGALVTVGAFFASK
Bfl-1 Bim block: disrupts Bim binding to human Bfl-1. Q16548. Bead-based flow cytometry, Bim-Bfl-1 binding inhibition. inhibition, % at 10 µM. 190,000 compounds, 0.12% hits;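 further: 0% = wells without compound plus tracer and 100% = blocker peptide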
Bim-Bcl-2: disrupts Bim peptide binding to human Bcl-2; P10415; Bead-based flow cytometry, Bim peptide-Bcl-2 binding; inhibition, % at 10 µM; 190,000 compounds, 0.06% hits; in the data active means inhibition above about 40%; inconclusive means no clear call, values can overlap the other calls;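 further: 0% = no compound wells with probe peptide and 100% = reference peptide inhibitor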
ABCB1 block: human ABCB1 inhibition, ABCG2 as counter-screen; P08183; CCRF-Adr cells, JC-1 efflux, flow cytometry; inhibition, % at 6.6 µM; 190,000 compounds, 0.067% hits; AID 1326; in the data active means inhibition above about 40%;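 further: 0% = vehicle and 100% = reference inhibitor; higher value means more JC-1 retained so stronger ABCB1 efflux block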
Bim-Bcl-B: human Bim-Bcl-B interaction inhibition; 190,000 compounds, 0.073% hits; AID 951; bead-based flow cytometry, Bim peptide-Bcl-B binding; Q9HD36; inhibition, % at 10 µM;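 further: 0% = tracer peptide without compound and 100% = reference inhibitor peptide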
Target sequence (Q9HD36 whole entry, looked up): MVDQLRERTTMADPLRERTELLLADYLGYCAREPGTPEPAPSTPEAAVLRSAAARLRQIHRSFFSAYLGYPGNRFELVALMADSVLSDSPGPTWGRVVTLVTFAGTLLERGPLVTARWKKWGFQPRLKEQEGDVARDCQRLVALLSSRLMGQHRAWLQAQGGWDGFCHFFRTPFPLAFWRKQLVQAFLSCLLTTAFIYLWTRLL
RGS7-Gao reg: regulators of human RGS7-Galphao interaction; Multiplexed bead flow cytometry, RGS7-Galphao binding; actives lie on both sides; 220,000 compounds, 0.35% hits; binding response (% of control), % at 10 µM; in the data active means binding response below about 49% or above about 150%; inconclusive means no clear call, values can overlap the other calls; inactive means in between;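 further: fluorescent Galphao held in activated GDP-AlF4 state binding bead-coupled RGS7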
RGS4-Gao reg: human RGS4-Galphao interaction regulation; P09471; AID 1415; 220,000 compounds, 0.33% hits; Multiplexed bead flow cytometry, RGS4-Galphao binding; actives lie on both sides; binding response (% of control), % at 10 µM; in the data active means binding response below about 49% or above about 150%; inactive means in between;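 further: fluorescent Galphao activated with aluminum fluoride binding bead-coupled RGS4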
The depositor's hits bear a star; ? = inconclusive. Unless noted, no stated cut-off is given here; in the data, active means inhibition above about 40%. The order is random, and some 0.94% of all compounds hit somewhere here.

SMILES	ABCG2 block	Bcl-XL Bim block	Bim-Mcl-1	RGS8-Gao reg	Bim-Bcl-W	Bfl-1 Bim block	Bim-Bcl-2	ABCB1 block	Bim-Bcl-B	RGS7-Gao reg	RGS4-Gao reg
Cc1ccc(-c2n[nH]c(=S)n2C)cc1Cl	9	-3	-1	101	0	0	-2	-0.5	-18	?	97
O=C(NCc1ccc2c(c1)OCO2)c1ccc(Cl)nc1	9	-5	-6	99	-1	-5	-7	1.1	-3	104	102
Cc1n[nH]c(=S)n1-c1cccc(Cl)c1	-4	-8	-7	96	-5	-4	-6	-0.6	-22	101	101
O=C(COC(=O)c1cc2c(s1)CCCC2)NCc1ccccc1Cl	6	-4	-5	99	-4	-1	-5	0.4	-1	103	98
Cc1sc2nc(C(C)Nc3ccccc3N3CCOCC3)[nH]c(=O)c2c1C (stereo unspecified)	7	-4	-4	103	-8	-4	-7	1.8	-7	104	107
O=c1/c(=C/c2ccco2)sc2n1CN(c1cccc(Br)c1)CN=2	-1	-10	0	97	-1	-5	-4	-0.4	-10	103	98
COCCn1c(C)cc(C(=O)CSc2cc(C)c3ccccc3n2)c1C	92*	-12	-8	97	-5	-10	-3	2.5	-7	94	92
Cc1cccc(N(NC(=O)C(C)(C)O)C(=O)c2ccccc2)c1	2	-2	-1	101	1	0	0	0.6	0	102	103
CCC1(C)NC(=O)N(/N=C/c2cc(OC)c(O)c(OC)c2)C1=O (stereo unspecified)	0	-2	-2	95	1	3	0	0.9	-13	106	104
CC(=O)Nc1nc2ccc(Br)cc2s1	7	-8	0	102	-6	0	2	0.8	1	100	98
CCOc1cc(Br)c(/C=C2/C(=O)N(C)C(=S)N2CC(=O)OC)cc1OC	4	-2	-2	102	0	-3	-1	-1.4	-6	104	104
Nc1[nH]c(N=NC(=O)c2ccccc2O)c2ccccc12	1	-3	1	83	2	2	3	0.0	0	91	92
Oc1ccc(N=C/C=C/c2ccc(Br)cc2)cc1-c1nc2ccccc2s1	-3	-8	-4	101	-2	2	0	-0.6	-8	99	100
COc1cccc(C2c3c(-c4ccccc4)n[nH]c3C(=O)N2c2ccc(C(=O)O)cc2)c1 (stereo unspecified)	0	1	0	100	0	-3	-2	0.3	-2	97	95
C=CCc1cccc2cc(C(=O)Nc3ccc(CC(=O)O)cc3)c(=O)oc12	6	-1	2	100	-1	-5	0	0.8	-3	?	102
COCCn1c(C)cc(C2=NNC(=NC3CC3)SC2)c1C	-1	-3	3	104	-4	-3	-3	0.7	2	108	105
O=[N+]([O-])c1ccc(N2CCN(CCO)CC2)c2ncccc12	3	-2	0	99	0	-7	-1	0.6	-8	100	99
Cc1ccc(NC(=O)/C(C#N)=C/c2cccs2)c(C)c1	3	-2	-1	102	-2	-5	-7	0.5	-9	99	98
CCOc1ccc(-c2nc(CSc3nnc(N)s3)cs2)cc1	3	-5	-4	99	-1	-6	-10	0.3	-4	98	99
O=C1C2C3C=CC(C2C(=O)N1CCCO)C1C2C(=O)N(CCCO)C(=O)C2C31 (stereo unspecified)	0	-5	1	103	1	-9	-6	0.0	-9	104	105
O=C(CSCc1ccco1)c1ccc(Cl)s1	0	-6	-2	100	0	-7	-9	0.1	-9	94	99
CCCCCc1c(C)nc(Nc2ccccc2)[nH]c1=O	0	-2	-1	103	-2	-2	-2	-0.3	-3	100	102
O=C(O)c1ccccc1N1C(=O)C2C3c4ccccc4C(Br)(c4ccccc43)C2C1=O (stereo unspecified)	0	0	-2	102	-4	-4	-5	-0.1	-6	106	103
CC(C)c1ccccc1NC(=O)c1ccco1	0	-3	-1	100	-3	-6	-8	0.0	-1	99	101

Ordered by SMILES length (lowest first): part of the list above
SMILES	ABCG2 block	Bcl-XL Bim block	Bim-Mcl-1	RGS8-Gao reg	Bim-Bcl-W	Bfl-1 Bim block	Bim-Bcl-2	ABCB1 block	Bim-Bcl-B	RGS7-Gao reg	RGS4-Gao reg
CC(=O)Nc1nc2ccc(Br)cc2s1	7	-8	0	102	-6	0	2	0.8	1	100	98
O=C(CSCc1ccco1)c1ccc(Cl)s1	0	-6	-2	100	0	-7	-9	0.1	-9	94	99
CCCCCc1c(C)nc(Nc2ccccc2)[nH]c1=O	0	-2	-1	103	-2	-2	-2	-0.3	-3	100	102
CCOc1ccc(-c2nc(CSc3nnc(N)s3)cs2)cc1	3	-5	-4	99	-1	-6	-10	0.3	-4	98	99
Nc1[nH]c(N=NC(=O)c2ccccc2O)c2ccccc12	1	-3	1	83	2	2	3	0.0	0	91	92
Cc1ccc(NC(=O)/C(C#N)=C/c2cccs2)c(C)c1	3	-2	-1	102	-2	-5	-7	0.5	-9	99	98
Cc1cccc(N(NC(=O)C(C)(C)O)C(=O)c2ccccc2)c1	2	-2	-1	101	1	0	0	0.6	0	102	103
O=c1/c(=C/c2ccco2)sc2n1CN(c1cccc(Br)c1)CN=2	-1	-10	0	97	-1	-5	-4	-0.4	-10	103	98
CCC1(C)NC(=O)N(/N=C/c2cc(OC)c(O)c(OC)c2)C1=O (stereo unspecified)	0	-2	-2	95	1	3	0	0.9	-13	106	104
Cc1sc2nc(C(C)Nc3ccccc3N3CCOCC3)[nH]c(=O)c2c1C (stereo unspecified)	7	-4	-4	103	-8	-4	-7	1.8	-7	104	107
C=CCc1cccc2cc(C(=O)Nc3ccc(CC(=O)O)cc3)c(=O)oc12	6	-1	2	100	-1	-5	0	0.8	-3	?	102
CCOc1cc(Br)c(/C=C2/C(=O)N(C)C(=S)N2CC(=O)OC)cc1OC	4	-2	-2	102	0	-3	-1	-1.4	-6	104	104
O=C1C2C3C=CC(C2C(=O)N1CCCO)C1C2C(=O)N(CCCO)C(=O)C2C31 (stereo unspecified)	0	-5	1	103	1	-9	-6	0.0	-9	104	105
O=C(O)c1ccccc1N1C(=O)C2C3c4ccccc4C(Br)(c4ccccc43)C2C1=O (stereo unspecified)	0	0	-2	102	-4	-4	-5	-0.1	-6	106	103
COc1cccc(C2c3c(-c4ccccc4)n[nH]c3C(=O)N2c2ccc(C(=O)O)cc2)c1 (stereo unspecified)	0	1	0	100	0	-3	-2	0.3	-2	97	95

(next part)
SMILES	ABCG2 block	Bcl-XL Bim block	Bim-Mcl-1	RGS8-Gao reg	Bim-Bcl-W	Bfl-1 Bim block	Bim-Bcl-2	ABCB1 block	Bim-Bcl-B	RGS7-Gao reg	RGS4-Gao reg
Cc1ccc(NS(=O)(=O)c2cccc(C(=O)N3CCOCC3)c2)cc1	1	-3	-2	96	2	-12	-11	0.3	-9	100	101
CCCC(=O)NC(c1ccc(OC)cc1)c1ccc2cccnc2c1O (stereo unspecified)	1	-2	1	105	0	0	0	0.4	-2	98	95
O=C(NCCSCc1ccc(Cl)cc1Cl)c1ccc(CN2CCOCC2)cc1	7	-6	-3	13*	-1	0	-4	2.0	0	-2.0*	-21*
COCCNC(=O)C(=O)c1c(-c2ccccc2)[nH]c2ccccc12	4	0	0	102	-2	-4	-2	0.0	-3	94	100
Cc1nc(C(F)(F)F)nc(Nc2ccc(Br)cc2)c1C#N	16	-5	0	99	-2	-12	-13	0.9	-10	100	100
O=C(O)c1cc(-c2cccs2)[nH]n1	0	4	1	110	4	2	3	0.0	0	98	99
COc1ccc(C(=O)/C=C/Nc2c(C)n(C)n(-c3ccccc3)c2=O)c(OC)c1	1	0	2	99	0	0	0	0.4	-4	97	98
Cc1nc(SCc2cccc(C(=O)O)c2)nc2c1CCCC2	4	-5	-1	102	-2	-5	-3	1.5	-1	108	102
CCc1ccc(-c2nc(CN3CCCC(C(=O)NCCc4ccc(OC)c(OC)c4)C3)c(C)o2)cc1 (stereo unspecified)	-4	-2	-1	110	-1	-1	-4	-0.6	1	105	110
CCOC(=O)N1CCN(C(=O)Cn2c(C)cc3ccccc3c2=O)CC1	25	-5	0	101	2	-14	-10	0.6	-6	101	100
COc1ccc(N=C2SC(C(=O)N3CCN(c4ccccc4)CC3)CC(=O)N2C)cc1 (stereo unspecified)	2	-3	-2	101	-2	-4	-3	1.8	-2	98	102
COc1ccc(NC(=O)C(c2cc3c(cc2[N+](=O)[O-])OCO3)N(C)Cc2ccccc2)cc1 (stereo unspecified)	8	-5	-4	84	0	0	-2	3.2	-6	97	97
COc1ccc2sc(N(CCN(C)C)C(=O)c3cc(Cl)sc3Cl)nc2c1	23	-2	0	103	-4	-8	-5	1.0	-9	?	103
CCc1nn(CCCC(=O)N2CCc3ccccc3C2)c(=O)c2cc3occc3n12	3	-5	-6	91	4	-7	-10	0.7	-10	94	92
Cc1cc(C)nc(NCCCc2ccccc2)n1	7	-9	-6	100	-3	-24	-10	-0.1	-10	100	103
COCCCNC(=O)c1cccc2c(=O)c(C)c(-c3ccccc3)oc12	28	-5	-5	100	-5	1	-4	1.2	-4	101	100
O=C1N/C(=N/S(=O)(=O)c2ccccc2)S/C1=C/c1cccnc1	-13	-7	-3	98	-6	-3	-2	-0.6	-9	93	96
COCCOC(=O)c1cc(C(=O)c2cc(Cl)ccc2O)coc1=N	4	0	4	97	3	-3	-3	0.9	-3	95	97
COC(=O)CCCCC1SCC(NC(=O)c2ccccc2)C1=O (stereo unspecified)	0	-3	-3	98	-6	-15	-7	0.1	-4	94	91
C=CCn1c(O)c(N=NC(=S)Nc2ccc(OC)c(Cl)c2)c2ccccc21	-23	-5	-5	94	-2	0	0	-7.0	-21	91	92
CC(=O)Nc1nc2n(n1)C(c1ccccc1)C=C(c1ccccc1)N2 (stereo unspecified)	2	-8	-1	96	0	-8	-5	1.5	-5	88	92
CCN(C(=O)c1cc2ccccc2oc1=O)c1ccccc1	6	2	-4	95	-3	-2	0	0.5	-1	101	101
CCOc1ccccc1-n1c(SCC(N)=O)nnc1-c1ccco1	3	-1	-2	101	-3	0	0	1.1	0	101	99
C=C(C)CSc1nnc(-c2ccc(C)cc2)n1N	1	0	2	104	0	-7	-3	-0.1	0	105	103
O=C(Nc1ccc(Cl)cc1)NC1CCCCC1Cc1ccco1 (stereo unspecified)	7	1	-1	101	-1	0	-5	0.4	0	100	100
CCCC(=O)Nc1cc(-c2cn3cccnc3n2)ccc1OC	2	-4	-2	100	0	-2	-1	0.4	-2	98	102
CCN1C(=O)/C(=C\C=C\c2ccccc2[N+](=O)[O-])SC1=S	-1	2	6	95	3	0	7	-0.5	-27	102	102
CCOc1cc(N2CCCC2)ccc1[N+](=O)[O-]	8	-6	-6	100	-3	-10	-6	0.5	-10	102	97
CN(Cc1ccccc1)c1nc2c(c(=O)[nH]c(=O)n2C)n1CCCSc1ncccn1	4	-5	0	96	-6	7	0	1.6	-3	96	98
Cc1ccc2cc(CN(C(=O)c3ccncc3)C(C)C)c(=O)[nH]c2c1	15	-5	-1	100	-1	-14	-7	1.1	-9	100	103
